# Bioassay records deposited in PubChem BioAssay by several laboratories.
# Runt-CBFb FRET: inhibitors of human RUNX1 Runt domain binding to CBFb | Cerulean-Runt/Venus-CBFb FRET ratio 530/480, 1 h | hit rate 0.46% among 220,000 | Q01196+Q13951 | inhibition, % at 20 µM;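 active = inhibition over about 50% at 20 µM in the single-dose screen, limit read from the data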;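 note: 0% = DMSO wells and 100% = excess unlabeled CBFb competitor control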
#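 Measured by: fluorescence energy transfer, 422 nm excitation, 530/480 nm emission; test system: Cerulean-tagged RUNX1 Runt domain (FRET donor) fusion protein; buffer or medium: Tris pH 7.5 buffer with BSA; compound: one dose, 20 µM compound, 1% DMSO; times: two 1 h room-temperature incubations shielded from light; benchmarks: unlabeled CBFb 5 µM, positive control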
# TbHK1 inh: blocks Trypanosoma brucei hexokinase 1 activity. recombinant TbHK1, G6PDH-coupled NADH A340. inhibition, % at 10 µM. hit rate 0.11% among 220,000. AID 1430;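 active = inhibition of 50% or more in the single-dose primary screen; inactive = inhibition below 50%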
# Runt-SMMHC FRET: blocks binding of human RUNX1 Runt domain to CBFb-SMMHC | Q01196+Q13951 | Cerulean-Runt/Venus-CBFb-SMMHC FRET ratio 530/480, 1 h | inhibition, % at 20 µM | hit rate 0.74% among 220,000;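 active = mean inhibition across duplicate retests at 20 µM reaching about 50%, limit read from the data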;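 note: 0% = DMSO wells and 100% = wells with excess untagged CBFb-SMMHC; inhibitors lower the FRET ratio by blocking Runt binding to CBFb-SMMHC; some results filed as inactive read as strong as hits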
# EBV gp42 block: blocks Epstein-Barr virus glycoprotein 42 binding; Q1HVG2; Fluorescence polarization binding assay, mP read-out; inhibition, % (tested at 21.74 µM); hit rate 0.42% among 220,000; AID 1085; in the data active = inhibition above about 50%
# NCF1 inh: blocks human p47phox regulatory protein of NADPH oxidases. P14598. p47phox/p22phox peptide binding, fluorescence polarization, 2 h. inhibition, % at 24.7 µM. hit rate 0.53% among 220,000. AID 1274;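 active = inhibition above about 30%, limit read from the data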;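 note: 0% = p47phox with labelled peptide and 100% = labelled peptide alone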
# 14-3-3 Bad PPI: disrupts binding of bovine 14-3-3 zeta to phospho-Bad peptide; inhibition, % at 21.7 µM; P63103; hit rate 0.71% among 220,000; TR-FRET 14-3-3zeta/Dy647-pBad peptide displacement, 1 h; AID 781;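 active = inhibition above about 70%, limit read from the data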;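 note: 0% = full 14-3-3 plus peptide FRET controls and 100% = background without 14-3-3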
# Target sequence (P63103 whole entry, looked up): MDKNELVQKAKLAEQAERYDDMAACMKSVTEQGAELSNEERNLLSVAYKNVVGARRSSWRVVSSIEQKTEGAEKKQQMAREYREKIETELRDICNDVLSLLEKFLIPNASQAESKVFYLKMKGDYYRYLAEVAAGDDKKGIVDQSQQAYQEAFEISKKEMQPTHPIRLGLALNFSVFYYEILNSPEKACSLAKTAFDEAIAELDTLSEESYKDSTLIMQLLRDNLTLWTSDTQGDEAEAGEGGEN
# MDM2 E3 inh: Mdm2 E3 ligase (human) inhibition. hit rate 0.11% among 210,000. cell-based MDM2 ubiquitination luciferase reporter, 2 h; 0 = plate control, 100 = twice control, blank-subtracted. Q00987. signal enhancement, % at 5 µM;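 active = signal enhancement of 30% or more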;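 note: luminescence tracks abundance of the self-degrading MDM2-luciferase fusion protein; higher signal means inhibition of MDM2 E3 ligase activity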
#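 Timing – 2 h compound exposure at 37 °C · Assay system – mammalian cells stably expressing self-ubiquitinating, self-degrading MDM2 E3–luciferase fusion · Amount – 2000 cells seeded into each well · Measure – % luminescence enhancement versus blank-corrected plate control mean · Measured by – SteadyLite luminescence, 15 min reagent step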
# zVAD death inh: L929 zVAD cell death inhibition; L929 zVAD necroptosis rescue, ATP luminescence, 24 h; with zVAD 60 µM; viability rescue, % at 10 µM; hit rate 0.38% among 220,000; AID 1377;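 active = activation, scaled between plate controls, above about 75%, limit read from the data; inactive = activation under that limit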;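 note: 0% = zVAD with DMSO and 100% = DMSO alone without zVAD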
# Hck-Nef inh: inhibitors of human Hck kinase activated by Nef; P08631; Recombinant Hck-YEEI plus Nef, Z-Lyte FRET kinase assay; inhibition, % at 20 µM; hit rate 0.68% among 220,000;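 active = Hck-Nef kinase inhibition above about 50%, limit read from the data; inactive = inhibition below that limit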;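 note: 0% = DMSO with Hck plus Nef and 100% = Hck alone without Nef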
# Target sequence (P08631 whole entry, looked up): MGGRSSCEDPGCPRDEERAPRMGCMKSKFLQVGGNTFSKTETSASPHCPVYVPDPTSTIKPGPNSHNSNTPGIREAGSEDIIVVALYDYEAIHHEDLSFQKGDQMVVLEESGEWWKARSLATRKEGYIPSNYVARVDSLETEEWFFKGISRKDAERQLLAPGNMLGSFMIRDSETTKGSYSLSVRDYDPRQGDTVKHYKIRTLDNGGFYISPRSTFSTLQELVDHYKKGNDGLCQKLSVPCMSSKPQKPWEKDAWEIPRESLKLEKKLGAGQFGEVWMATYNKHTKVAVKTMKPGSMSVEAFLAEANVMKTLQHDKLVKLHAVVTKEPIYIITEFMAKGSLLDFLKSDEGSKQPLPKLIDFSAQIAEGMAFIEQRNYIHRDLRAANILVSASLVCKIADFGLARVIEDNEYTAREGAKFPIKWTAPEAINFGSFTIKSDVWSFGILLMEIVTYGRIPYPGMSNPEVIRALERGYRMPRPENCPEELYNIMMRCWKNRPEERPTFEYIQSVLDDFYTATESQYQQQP
# An asterisk follows results filed as active; · = no result given; [ ] = another dose, or the depositor's remark.
SMILES,Runt-CBFb FRET,TbHK1 inh,Runt-SMMHC FRET,EBV gp42 block,NCF1 inh,14-3-3 Bad PPI,MDM2 E3 inh,zVAD death inh,Hck-Nef inh
Cc1cc(SCC(=O)N/N=C/c2ccc(O)cc2O)c(C)cc1Br,6,6,4,-8,-13,7,-5,2.0,-10
C[n+]1cn(/N=C/c2ccccc2)c2ccccc21,-17,-6,13,-26,2,10,-5,1.0,4
Cc1nc(N2CCN(c3ccccc3)CC2)nc2c1C(=O)CC(c1ccccc1)C2 (centres undefined),0,-5,4,-21,5,3[fluorescence artefact?],-6,0.3,-2
CC(=O)Nc1ccccc1C(=O)C(=O)O,2,-2,4,12,5,9,-47,-0.3,-3
COC(=O)c1ccc(S(=O)(=O)NCCc2ccccc2OC)n1C,1,-19,0,0,0,1,-18,-0.1,6
CCCC(=O)Nc1ccccc1NC(=O)CCC,-1,3,-2,-19,-15,-9,-15,0.7,1
O=C(COc1ccc(Cl)cc1Cl)N/N=C1\CCCc2ccccc21,-4,-2,0,7,-7,-3,-20,-0.1,1
C#CCNC(=O)C1=C[C@H](c2ccccc2)[C@@H](CCCO)[C@H](OCC)O1,0,-4,1,-17,·,0,·,0.0,16
CC(C)(C)c1ccc(OCC(=O)NNC(=S)NC(=O)c2ccccc2[N+](=O)[O-])c(Br)c1,5,6,6,5,-7,4,-12,0.4,-5
O=C(COC(=O)CNC(=O)c1cccc([N+](=O)[O-])c1)Nc1cccc(S(=O)(=O)N2CCCCC2)c1,-1,-2,2,-1,-2,-4,-1,0.2,3
Cc1nc2sc(C(c3ccccc3)N3CCN(C(=O)c4ccco4)CC3)c(O)n2n1 (centres undefined),-1,-5,0,-7,-14,-5[fluorescence artefact?],·,·,-8
CCN(CC)S(=O)(=O)c1ccc(OC)c(NC(=O)CSc2cc(C)ccc2C)c1,-2,5,2,-99,-44,-9[fluorescence artefact?],-3,0.6,1
O=C1c2ccccc2C2(c3ccc(F)cc3)NCCN12 (centres undefined),-1,1,-4,3,-8,2,-21,-1.7,2
O=C(O)c1ccc(-c2ccc(Cl)cc2Cl)o1,4,-7,-2,-7,1,17[fluorescence artefact?],-15,-0.3,10
CC1(C)CC(=O)/C(=C(/O)CCCN2C(=O)c3ccccc3C2=O)C(=NC(C)(C)C)C1,1,-5,0,-6,5,-10,8,5.5,21
O=C(Cc1c(Cl)cccc1Cl)NCCc1ccc(Cl)cc1,2,-4,3,-12,-4,-22,1,0.4,4
CN(C)S(=O)(=O)N(CC(=O)N1CCC(Cc2ccccc2)CC1)c1ccccc1,-1,-2,2,-7,-6,-2,3,0.5,3
COc1ccccc1C(=O)Nc1cc2cc(Cl)ccc2oc1=O,0,5,1,-6,13,-11,0,0.0,1
CCOc1ccc(Br)cc1S(=O)(=O)N1CCCC1,-1,1,2,-20,-4,-2,1,-1.0,10
CCCN1CN(CCc2ccccc2)CNC1=S,0,-3,-2,-8,0,13,-9,1.0,4
COC(=O)c1ccc(CSc2nc3ccccc3c(=O)n2CC(C)C)o1,-1,-1,4,-17,-5,1,-1,-0.1,1
Cc1ccc(S(=O)(=O)N(CC(=O)N(C)C)c2cccc([N+](=O)[O-])c2)cc1,3,-9,2,-4,8,4,-7,0.5,-3
COc1ccccc1C(CC(=O)Nc1ccccc1C)c1ccc(OC(C)C)cc1 (centres undefined),-1,-4,-2,-1,-4,-4,-12,1.2,2
O=C(OCC#CCSc1nnc(-c2ccncc2)o1)c1cccs1,-2,35,0,-10,-10,1,-18,-0.1,2
Cn1cnnc1SCC(=O)Nc1cccc(S(=O)(=O)N2CCOCC2)c1,0,-7,1,-12,-12,-4,-7,-0.2,-7
Brc1ccc(COc2ncnc3ccccc23)cc1,-1,0,0,-19,-2,-4,-4,1.0,-15
CCCOc1ccc(C2C(=O)N(C3CCCCCC3)CC(=O)N2Cc2ccco2)cc1OC (centres undefined),-2,-2,-2,2,8,·,-9,-0.7,-2
Cc1occc1C(=O)NC(C)CCc1ccccc1 (centres undefined),1,4,2,-10,-10,-7,4,0.0,1
C=CCNCC(=O)N1N=C(c2ccc3ccccc3c2)CC1c1ccc(OC)cc1 (centres undefined),-1,-7,-2,-6,-14,26,-8,2.1,21
CC(/C=N/NC(=O)c1ccc(Br)cc1)=C\c1ccccc1,2,-11,-4,-14,1,3,-14,-0.8,6
CC1=C(C)CS(=O)N(S(=O)(=O)c2ccccc2)C1 (centres undefined),18,13,12,-4,2,6[fluorescence artefact?],-5,-0.2,0
CN(CC(=O)O)S(=O)(=O)c1ccc2c(c1)NC(=O)CC(=O)N2,0,6,-2,-14,0,2,-10,1.9,-19
Cc1cc(NC(=O)CC(CN(C)S(=O)(=O)c2ccccc2)c2ccccc2)no1 (centres undefined),-1,3,2,-11,-12,-9,-11,1.8,-2
CCOc1cc(C2/C(=C(/O)c3ccc(OC(C)C)cc3)C(=O)C(=O)N2CCCOC)ccc1O (centres undefined),3,-8,4,-8,6,35,-31,-0.1,1
CN(C(=O)CCn1c(=S)oc2ccccc21)C1CCCCC1,-1,0,-1,-14,-9,1,-3,0.2,21
Cc1cc(C)nc(NC(=O)c2ccc([N+](=O)[O-])o2)n1,-1,-22,-4,5,2,1[fluorescence artefact?],-17,-0.1,0
CCN1/C(=C/c2ccc3ccccc3[n+]2CC)C=Cc2ccccc21,7,-7,10,-60,-182,41[fluorescence artefact?],-33,-2.3,4
CSc1nc(C)c2c(n1)N(c1ccc(F)cc1)CC2,-2,-8,-10,5,-9,-4,-14,0.1,0
OC(Cc1nc2ccccc2[nH]1)c1ccccc1Cl (centres undefined),0,-2,-11,-11,10,-16,-7,0.0,-1
Cc1ccc(-c2nn3c(C)nnc3s2)cc1N,2,-9,-3,-12,-4,-4,11,2.0,-9
N#C/C(N)=C(/C#N)N=Cc1cccc(Cl)c1,3,-34,-3,-1,-18,4,-4,-0.1,11
COc1ccc(-c2cc(C(F)(F)F)n3nc(C(=O)Nc4c(C)n(C)n(-c5ccccc5)c4=O)c(Cl)c3n2)cc1,-5,-16,-7,-6,5,-8,-10,-0.3,5
CC1(C)CC(=O)C2=C(C1)OC(N)=C([N+](=O)[O-])C2c1ccc(F)cc1 (centres undefined),0,-4,5,-11,-10,-21,-5,1.2,9
O=C(O)CCCCCN1C(=O)CCC1=O,-2,-6,1,6,1,23[fluorescence artefact?],-2,2.4,-1
CCOC(=O)CC(NC(=O)c1ccc(C)cc1)c1ccc(OC)cc1 (centres undefined),-2,1,1,1,0,-4,-10,1.4,21
C=C(C)CCOC(=O)C(CC(=O)O)NCc1ccco1 (centres undefined),-2,7,1,-4,2,15,2,1.0,3
O=C(NC1=NCCS1)c1cc2ccccc2o1,-1,-7,1,-11,-1,5,-72,0.4,4
Cc1ccccc1NC(=O)c1cccc(S(C)(=O)=O)c1,0,-5,1,-2,7,4,-2,1.1,12
COc1ccc(N2CCC(CNC(=S)Nc3ccc(C)cc3C)C2)cc1 (centres undefined),12,-4,5,-3,-12,2,·,0.1,-17
O=C(NCc1ccccc1)c1onc(CSc2ccccc2)c1C(=O)NCC1CC1,1,-7,-1,1,-3,-3,14,0.6,29
O=C(CCCn1c(=S)[nH]c2cc3c(cc2c1=O)OCO3)NC1CC1,1,-17,0,-18,-16,-13,-19,1.0,0
COc1ccc(-c2csc(NC(=O)Cc3cccc4ccccc34)c2C(=O)O)cc1,-3,8,-1,-26,-16,-10,-4,3.5,20
COc1ccc(CNC(=O)C2CCC(CNS(=O)(=O)c3cccc4nsnc34)CC2)cc1 (centres undefined),3,3,-2,-5,-6,2,-9,0.4,1
CCN(CC)CCN1C(=O)c2oc3ccccc3c(=O)c2C1c1ccccc1 (centres undefined),0,-8,-7,-31,-21,3[fluorescence artefact?],-9,2.6,-1
Nn1c(SCc2ccc(F)cc2)nnc1-c1cccnc1,0,6,-3,-9,-4,3,-9,1.1,15
CCCc1nn2c(=O)cc(O)nc2s1,1,11,1,-3,-18,-26,-1,1.0,4
Cc1ccn2c(Nc3ccccc3C)c(-c3cccnc3)nc2c1,-2,-5,-37,-12,-18,-5,-2,-1.1,-2
CC1(C)CC(=O)C2=C(C1)N(CCN1CCOCC1)C1=C(C(=O)CC(C)(C)C1)C2c1ccc(Cl)c([N+](=O)[O-])c1,2,-10,14,1,4,-9,6,-0.4,-12

# Structural class: those above with an aryl thioether with sulfur outside any ring (8)
SMILES,Runt-CBFb FRET,TbHK1 inh,Runt-SMMHC FRET,EBV gp42 block,NCF1 inh,14-3-3 Bad PPI,MDM2 E3 inh,zVAD death inh,Hck-Nef inh
Cc1cc(SCC(=O)N/N=C/c2ccc(O)cc2O)c(C)cc1Br,6,6,4,-8,-13,7,-5,2.0,-10
CCN(CC)S(=O)(=O)c1ccc(OC)c(NC(=O)CSc2cc(C)ccc2C)c1,-2,5,2,-99,-44,-9[fluorescence artefact?],-3,0.6,1
COC(=O)c1ccc(CSc2nc3ccccc3c(=O)n2CC(C)C)o1,-1,-1,4,-17,-5,1,-1,-0.1,1
O=C(OCC#CCSc1nnc(-c2ccncc2)o1)c1cccs1,-2,35,0,-10,-10,1,-18,-0.1,2
Cn1cnnc1SCC(=O)Nc1cccc(S(=O)(=O)N2CCOCC2)c1,0,-7,1,-12,-12,-4,-7,-0.2,-7
CSc1nc(C)c2c(n1)N(c1ccc(F)cc1)CC2,-2,-8,-10,5,-9,-4,-14,0.1,0
O=C(NCc1ccccc1)c1onc(CSc2ccccc2)c1C(=O)NCC1CC1,1,-7,-1,1,-3,-3,14,0.6,29
Nn1c(SCc2ccc(F)cc2)nnc1-c1cccnc1,0,6,-3,-9,-4,3,-9,1.1,15

# An unsorted share of the library; overall some 3.2% were active at least once.
